TNAP act hi DEA: TNAP activators at high phosphate acceptor level, primary screen, biochemical, luminescence, uHTS; purified TNAP, CDP-star luminescence, 1 M DEA, 30 min; hits give high values; 0 = EDTA background, 1 = DMSO-only activity; 200,000 tested, under 10 active; AID 1136, 2008; Alkaline phosphatase, tissue-nonspecific isozyme (Homo sapiens), P05186; activation factor at 20 µM;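 active means activation factor at least 2 at 20 µM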
Target sequence (P05186 whole entry, looked up): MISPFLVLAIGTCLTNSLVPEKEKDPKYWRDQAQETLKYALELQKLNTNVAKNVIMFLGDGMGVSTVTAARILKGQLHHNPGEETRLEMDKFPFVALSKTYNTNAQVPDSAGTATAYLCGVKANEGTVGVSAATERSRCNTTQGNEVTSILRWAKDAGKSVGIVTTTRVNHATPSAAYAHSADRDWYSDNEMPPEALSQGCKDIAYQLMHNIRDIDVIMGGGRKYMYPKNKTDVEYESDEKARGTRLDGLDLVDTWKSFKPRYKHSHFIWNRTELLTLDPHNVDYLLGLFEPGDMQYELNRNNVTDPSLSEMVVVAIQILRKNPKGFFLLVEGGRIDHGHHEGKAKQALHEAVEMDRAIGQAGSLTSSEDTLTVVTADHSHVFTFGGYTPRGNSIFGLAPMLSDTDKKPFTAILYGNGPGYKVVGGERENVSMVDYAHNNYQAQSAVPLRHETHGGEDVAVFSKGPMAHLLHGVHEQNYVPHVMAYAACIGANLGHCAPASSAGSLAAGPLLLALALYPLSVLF
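Control set: EDTA negative control, DMSO positive control / Assay system: human TNAP / Quantity: TNAP 1/800 final / Evaluation: TNAP activation factor scaled between EDTA and DMSO control wells / Measured by: luminescent substrate turnover signal / Compound dosing: one dose, 20 µM / Times: 30 min enzyme reaction at room temperature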
PMI act satM6P: human PMI activators, high substrate, primary screen, biochemical, fluorescence intensity, near-saturating mannose 6-phosphate | Mannose-6-phosphate isomerase (Homo sapiens), P34949 | 190,000 tested, 0.34% active | coupled PMI enzyme assay, resazurin fluorescence, 20 min; hits give high values; 1 = untreated enzyme, 0 = substrate-free blank | activation factor at 20 µM;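 active means activation factor of 2 or more at 20 µM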
Target sequence (P34949 whole entry, looked up): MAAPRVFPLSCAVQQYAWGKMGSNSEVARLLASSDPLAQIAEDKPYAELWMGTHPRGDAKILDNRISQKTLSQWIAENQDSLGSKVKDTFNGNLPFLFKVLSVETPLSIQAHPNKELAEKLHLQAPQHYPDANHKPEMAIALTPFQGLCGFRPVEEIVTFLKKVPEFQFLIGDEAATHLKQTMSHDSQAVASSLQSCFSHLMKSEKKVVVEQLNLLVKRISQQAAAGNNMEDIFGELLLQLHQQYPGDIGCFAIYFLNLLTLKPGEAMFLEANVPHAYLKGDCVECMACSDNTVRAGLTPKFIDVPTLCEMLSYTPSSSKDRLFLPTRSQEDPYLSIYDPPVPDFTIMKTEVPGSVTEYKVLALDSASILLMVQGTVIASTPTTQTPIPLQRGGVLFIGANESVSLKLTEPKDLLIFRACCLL
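Material: human phosphomannose isomerase with PGI, G6PDH, diaphorase coupling enzymes; amount: PMI at 15 ng/mL final; also added: Mannose-6-phosphate 1.0 mM (near-saturating) plus 0.22 mM NADP+; incubation: enzyme reaction with compound 20 min at room temperature; signal: resorufin fluorescence (Ex 544/Em 590 nm) from resazurin via diaphorase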
bIAP inh: bovine intestinal alkaline phosphatase inhibitors, primary screen, selectivity assay for TNAP inhibitor project, biochemical, bovine IAP, CDP-star luminescence; purified bovine IAP, 30 min; inhibition, % at 20 µM; 190,000 tested, under 10 active; AID 1019, 2008;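 active means over 50% inhibition of intestinal alkaline phosphatase at 20 µM in the single-dose screen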
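Assay system – bovine IAP enzyme · Quantity – bovine IAP at 1/65,000,000 final dilution · Detection – CDP-star luminescence signal · Times – 30 min reaction at room temperature · Also added – CDP-star substrate at 30 µM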
Diaphorase inh: diaphorase inhibitors and chemical oxidizers, primary screen, counter-screen for diaphorase-coupled primary assays, biochemical, uHTS, resorufin fluorescence | 190,000 tested, 0.69% active | diaphorase resazurin-to-resorufin fluorescence, NADH, 16 min; bacterial (C. kluyveri) enzyme, not human | inhibition, % at 20 µM;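 active means primary screen inhibition at 20 µM above a set limit, cut at about 50% in these data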;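 further: plate controls were DMSO with full reaction for no effect and wells lacking NADH for full effect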
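Assay system: diaphorase enzyme from Clostridium kluyveri. Quantity: enzyme working solution with 0.14 U/mL diaphorase. Schedule: reaction incubation of 16 min at room temperature. Technique: resorufin fluorescence, excitation 544 nm, emission 590 nm. Controls: No-NADH positive control and DMSO neutral control.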
TNAP inh hiacc: human TNAP enzyme inhibitors, primary screen, biochemical, luminescent, high phosphate acceptor level, uHTS. AID 1135, 2008. inhibition, % at 20 µM. purified TNAP, CDP-star luminescence, 1 M DEA. 200,000 tested, 0.03% active. Alkaline phosphatase, tissue-nonspecific isozyme (Homo sapiens), P05186;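 active means over 50% inhibition of tissue-nonspecific alkaline phosphatase at 20 µM in the single-dose screen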;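 further: plate controls were DMSO wells for no effect and EDTA-quenched wells as full inhibition for full effect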
Diaph act CS: compounds boosting diaphorase resazurin reduction – biochemical, uHTS, resorufin fluorescence, counter-screen for diaphorase-coupled primary assays, primary screen; Diaphorase/resazurin coupled assay, 16 min; hits give high values; 1 = vehicle wells, 0 = NADH-free wells; activation factor at 20 µM; 190,000 tested, 0.005% active; AID 1229, 2008;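 active means diaphorase activity raised at least twofold by the compound at 20 µM; inactive means activation factor below 2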
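Material: purified diaphorase enzyme from Clostridium kluyveri; Also added: 0.114 mM NADH and 0.1 mM resazurin, final amounts; Doses: single compound dose of 20 µM, 1% DMSO final; Times: 16 min enzyme reaction, ambient temperature; Detection: resorufin fluorescence, excitation 544 nm, emission 590 nm; Measure: increased resorufin signal from activators or reducing compounds.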
Lmaj promast: Leishmania major promastigote growth inhibition, primary screen; 200,000 tested, 9% active; inhibition, % at 10 µM; Leishmania major promastigotes, resazurin fluorescence viability; in the data active means inhibition above about 50%;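 further: promastigotes grown with compound for 44 hours at 28 °C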
TNAP inh no acc: human TNAP enzyme inhibitors, primary screen, biochemical, luminescent, no phosphate acceptor, uHTS; AID 1012, 2008; Alkaline phosphatase, tissue-nonspecific isozyme (Homo sapiens), P05186; 200,000 tested, 0.26% active; inhibition, % at 20 µM; purified TNAP, CDP-star luminescence, 30 min;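 active means tissue-nonspecific alkaline phosphatase inhibition above about 50% at 20 µM in the single-dose screen, limit read from the data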;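 further: 0% = DMSO negative control and 100% = EDTA positive control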
PMI activator: activators of human PMI, primary screen, biochemical, fluorescence intensity, near-Km mannose 6-phosphate. activation factor at 20 µM. Mannose-6-phosphate isomerase (Homo sapiens), P34949. purified human PMI, coupled resazurin fluorescence, 20 min; hits give high values; 1 = vehicle control, 0 substrate-free wells. AID 1214, 2008. 190,000 tested, 0.005% active;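 active means activation factor of 2 or more at 20 µM, relative to plate controls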
bIAP act: bovine intestinal alkaline phosphatase activators, primary screen, biochemical, bovine IAP, CDP-star luminescence; 200,000 tested, 0.17% active; activation factor at 20 µM; purified bovine IAP, 30 min; hits give high values; fold of DMSO-control signal, blank-subtracted; AID 1016, 2008;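 active means activation factor of 2 or more at 20 µM, a signal rise over negative controls twice the positive control's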
Active calls of the source: *.

SMILES	TNAP act hi DEA	PMI act satM6P	bIAP inh	Diaphorase inh	TNAP inh hiacc	Diaph act CS	Lmaj promast	TNAP inh no acc	PMI activator	bIAP act
Cc1c(NC(=O)C2CCN(S(=O)(=O)c3ccc(Cl)cc3)CC2)c(=O)n(-c2ccccc2)n1C	1.1	1	-4.9	13.0	-8.6	0.9	-5.1	-10.3	0.9	1
CCNc1c2c(nc3ccccc13)CC(C)(C)CC2=O	1	1	24.5	28.5	-3.6	0.7	57.6*	-8.7	1	0.8
COc1ccc(Cn2c(=O)sc3ccccc32)cc1	1.1	1	33.5	-7.2	-6.2	1.1	-2.1	-8.3	1	0.7
CCOC(=O)c1c(NC(=O)COc2ccccc2)sc2c1CC(C)(C)NC2(C)C	1.1	0.9	-3.5	14.0	-5.3	0.9	5.2	-8.9	0.9	1
CCOc1cc(/C=N/NC(=O)COc2cccc(C)c2)ccc1OC(=O)c1cccs1	1	1	10.3	7.3	1.5	0.9	-0.8	0.7	0.9	0.9
COc1ccc(C2(CNC(=O)c3cccc([N+](=O)[O-])c3)CCCCC2)cc1OC	1	1	1.0	13.7	-3.7	0.9	18.1	0.0	0.9	1
CC1CCCC(C(=O)O)N1C(=O)CCS (configuration not stated)	1	1.1	-0.6	2.3	-4.7	1	-6.9	-14.4	1.1	1
COc1nc(OCCNC(C)=O)nc(N(C)C)n1	1.1	1	0.0	-5.8	-5.3	1.1	-1.1	-10.9	1	1
CCOCCCn1c(=NC(C)=O)c(C(=O)OCC)cc2c(=O)n3ccccc3nc21	1.1	1	1.2	18.8	-6.2	0.8	10.6	-13.1	0.9	1
CC1CN(C(=O)N2c3ccccc3Sc3ccccc32)C(C)CC1=O (configuration not stated)	1	0.9	-12.2	23.5	-1.5	0.8	32.5	-2.4	0.9	1.1
CCc1ccc(/C=C2/Sc3ccccc3N(CC(=O)NCCCOC)C2=O)cc1	1	1	-15.5	7.5	-0.4	0.9	-2.7	-5.8	1	1.2
CCOc1ccc(OCC)c(NC(=O)Cn2cccc2)c1	1.1	1	8.0	2.4	-7.7	1	-5.1	-11.5	1	0.9
COCCNC(=O)COc1ccc(Oc2ccccc2)cc1	1.1	1	-3.4	7.6	-5.9	0.9	-3.5	-2.0	1.2	1
CC(C)=CC(=O)N1CCC(N2CCC(C(=O)N3CCOCC3)CC2)CC1	1.1	0.9	-3.5	10.5	-8.2	0.9	-2.1	-16.0	0.9	1
OCC(O)/C=N/Nc1nc2ccccc2s1 (configuration not stated)	1.1	0.9	-7.1	6.4	-6.4	0.9	2.3	-29.6	1	1.1

For reference, some entries already given:
SMILES	TNAP act hi DEA	PMI act satM6P	bIAP inh	Diaphorase inh	TNAP inh hiacc	Diaph act CS	Lmaj promast	TNAP inh no acc	PMI activator	bIAP act
CCNc1c2c(nc3ccccc13)CC(C)(C)CC2=O	1	1	24.5	28.5	-3.6	0.7	57.6*	-8.7	1	0.8
COc1ccc(Cn2c(=O)sc3ccccc32)cc1	1.1	1	33.5	-7.2	-6.2	1.1	-2.1	-8.3	1	0.7
CCOC(=O)c1c(NC(=O)COc2ccccc2)sc2c1CC(C)(C)NC2(C)C	1.1	0.9	-3.5	14.0	-5.3	0.9	5.2	-8.9	0.9	1

(more compounds)
SMILES	TNAP act hi DEA	PMI act satM6P	bIAP inh	Diaphorase inh	TNAP inh hiacc	Diaph act CS	Lmaj promast	TNAP inh no acc	PMI activator	bIAP act
O=C(Oc1cccc(N2C(=O)CCC2=O)c1)C1CC(=O)N(c2ccc(F)cc2)C1 (configuration not stated)	1	1	2.2	9.6	-2.6	0.9	-9.3	-9.7	1	1
O=C(COC(=O)Cn1c(C(F)(F)F)nc2ccccc21)Nc1ccc2c(c1)OCCO2	1.1	1.1	12.0	13.9	-9.2	0.9	-6.0	-10.1	1	0.9
CCCOC(=O)CN1C(=O)c2ccc(C(=O)OCCC)cc2C1=O	1	0.9	6.8	16.5	-3.9	0.8	-2.2	-5.1	1	0.9
CC(=O)N(/N=C1\Sc2ccccc2C1=O)c1ccccc1C	0.6	1	41.7	8.0	40.8	0.9	6.0	21.2	1	0.6
COc1ccc(CC(NC(C)=O)C(=O)NC2CCN(c3c4c(nc5ncnn35)CCC4)CC2)cc1 (configuration not stated)	1	0.9	-4.5	16.6	-2.2	0.8	-7.6	-3.7	0.9	1
COc1ccc(NC(=S)N2CCCN(Cc3cc(C)ccc3C)C2)cc1	1	1	-8.3	-10.4	-3.8	1.1	55.5*	-0.2	1	1.1
CCOC(=O)N1CCC(N2Cc3cccc(C(=O)NCC4CCN(CC(C)C)C4)c3C2=O)CC1 (configuration not stated)	1	1.1	-13.9	-4.7	-4.8	1	-1.8	-22.2	1	1.1
CN(C)C(=O)CSC1c2ccccc2C(=O)N1c1ccccc1 (configuration not stated)	1	1	-0.5	22.7	0.8	0.8	-6.7	-6.7	1	1
CCS(=O)(=O)/N=C(\N)c1ccccc1	1.1	1.1	0.7	-6.2	-5.6	1.1	-1.2	-9.5	1.1	1
Cc1ccc(C(=O)OCc2nnc(-c3ccccc3)o2)o1	1	0.9	10.2	10.2	-1.1	0.9	-5.3	-4.4	0.8	0.9
Cc1nn(-c2ccccc2)c(Cl)c1C(=O)NC1CCCCC1	1	1	-8.2	8.2	-0.6	0.9	-5.2	-12.1	0.9	1.1
O=C(N1CCCCC1)C12CC3CC(C1)CC(C(=O)N1CCCCC1)(C3)C2	1	1	-3.1	3.4	1.6	1	-9.0	-7.3	0.9	1
Cc1ccc(/C=C(/NC(=O)c2ccccc2)C(=O)NCCc2c[nH]c3ccccc23)o1	1	0.7	1.7	8.6	-2.5	0.9	13.2	-8.1	0.9	1
O=C(c1ccc(Cl)cc1)N(Cc1ccccc1F)N1C(=O)CCCC1=O	1	1	-8.8	4.6	-1.6	1	-0.1	-6.6	1	1.1
O=C(O)c1ccc(-c2nc(-c3cccc(C(F)(F)F)c3)cs2)cc1	1	1	4.1	-17.1	-3.1	1.2	1.9	-12.1	1.2	1
O=C(NC(=S)Nc1ccc(S(=O)(=O)Nc2ncccn2)cc1)c1ccc(Br)cc1	1	1	-7.6	17.3	-2.5	0.8	-7.7	3.2	1	1.1
Cc1ccccc1NC(=O)c1cc([N+](=O)[O-])ccc1NCCN1C(=O)CCC1=O	1	1	-4.6	8.3	1.8	0.9	3.7	-0.7	1	1
COc1cc([N+](=O)[O-])cc2cc(C(=O)NC(C)(C)C)c(=O)oc12	0.8	0.8	-13.0	8.3	23.0	0.9	-6.4	20.5	0.9	1.1
Cc1nc(C(C)(C)O)n(-c2ccccc2)n1	1.1	1.1	-5.6	-0.3	-5.4	1	-3.5	-7.8	1.1	1.1
CCn1c(CNC(=O)c2ccccc2F)nnc1SCC(=O)NC1CCCCC1	1	0.9	3.2	18.1	-3.4	0.8	-3.5	-11.3	0.9	1
COC(=O)c1ccc(COc2ccccc2/C=N/NS(=O)(=O)c2ccccc2)cc1	1	0.8	0.6	19.3	1.8	0.8	30.8	-0.6	0.9	1
O=C(O)/C=C/C(=O)NCCc1cccc(Cl)c1	1.1	1	16.5	8.5	-6.0	0.9	-3.0	-6.9	1	0.8
CC(C)(C)C(=O)Nc1ccccc1C(=O)NCc1ccco1	1	0.9	11.7	13.1	-3.8	0.9	2.6	-12.2	1	0.9
CC1Cc2ccccc2N1C(=O)Cn1c(=O)cc(O)c2ccccc21 (configuration not stated)	1	0.9	0.9	20.3	-0.1	0.8	-8.3	-2.6	0.9	1
O=C(/C=C/c1ccccc1Cl)Nc1ccc(S(=O)(=O)Nc2ncccn2)cc1	1	1.1	4.8	16.3	-0.8	0.8	-5.2	9.5	1.1	1
CCOc1ccc(C2CC(c3ccccc3)Nc3nc(N)nn32)cc1 (configuration not stated)	1	1	0.8	10.5	-1.6	0.9	-7.7	-4.6	1	1
CCOc1ccc(N2C(=O)c3cccnc3C2Nc2ccc(OC)cc2)cc1 (configuration not stated)	1	0.8	5.0	27.1	-3.5	0.7	-1.3	-7.6	0.8	0.9
CCc1ccc(NC2=NCC(c3ccccc3)S2)cc1 (configuration not stated)	1.1	0.9	-9.0	10.5	-5.1	0.9	5.4	-11.3	0.9	1.1
Cn1cccc1C(=O)NC(=O)COC(=O)c1ccccc1O	1	1	2.2	5.6	-4.8	0.9	-1.5	-7.2	0.9	1
O=C(Nc1sc2c(c1C(=O)NCc1cccnc1)CCCC2)c1ccco1	1	1	4.2	-6.8	-4.3	1.1	-0.7	1.5	0.9	1
Cc1ccc2cc(CN(c3ccc(C)c(C)c3)S(C)(=O)=O)c(=O)[nH]c2c1	1	1	-5.8	-1.6	0.8	1	9.3	-4.8	1	1.1
CCc1ccc(N2CC(C(=O)N/N=C/c3cc([N+](=O)[O-])ccc3O)CC2=O)cc1 (configuration not stated)	0.9	1.2	1.0	50.6*	5.5	0.5	47.1	-9.4	0.8	1
COCCn1c(=O)c2c(nc3n2CCN3c2ccc(C)cc2)n(C)c1=O	1	1	-3.7	-2.7	-3.7	1	0.7	1.5	1.1	1
COc1ccc(C(=O)N/C(=C/c2cccs2)C(=O)NCCCn2ccnc2)cc1OC	1.1	1.1	-11.3	6.0	-5.8	0.9	-5.0	2.1	1.1	1.1
O=C1CSC(=S)N1c1cccnc1	1	1	9.0	-5.4	-3.8	1.1	-5.8	37.1	1.1	0.9
NC(=O)c1ccccc1OCC(=O)NC12CC3CC(CC(C3)C1)C2	1.1	1.1	30.1	-5.0	-8.1	1.1	4.3	-7.0	1	0.7
N#Cc1nc(COc2ccc(Br)cc2)oc1N1CCCCCC1	1	1	34.7	17.8	2.9	0.8	-2.2	-6.7	1	0.7
O=C(CC(c1ccccc1)c1ccccc1)NCC1CCCO1 (configuration not stated)	1.1	1	0.1	6.9	-6.8	0.9	-13.7	-3.3	1.1	1
CCOC(=O)Cc1csc(NC(=O)c2csc3c2CCCC3)n1	1.1	1	7.1	8.8	-7.1	0.9	7.1	-11.4	1	0.9
